# Screening results as filed in PubChem BioAssay.
# KCNQ1 pot: potentiators or activators of human KCNQ1 potassium channel | P51787 | CHO-K1 KCNQ1, thallium flux FluxOR fluorescence; stronger effect = higher value | B-score at 10 µM | hit rate 0.35% among 310,000;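 active = fluorescence ratio B-score, a plate-corrected score, at least three library SD, with initial intensity B-score within 5 SD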
#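 System: Stable KCNQ1 CHO-K1 line | Incubation: 90 min dye loading and 20 min compound exposure, both at room temperature | Measure: Ratio B score | Medium: Assay buffer for compound exposure, DMSO matched across wells | Compound dosing: Single-concentration screen | Probe or stimulus: K+/Tl+ depolarizing stimulus | Measured by: Kinetic FluxOR fluorescence, 10 s baseline plus 110 s post-stimulus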
# KCNK3 inh: human KCNK3 channel inhibition, primary screen. O14649. CHO-KCNK3 thallium flux, FluxOR fluorescence; stronger effect = lower value. B-score at 10 µM. hit rate 0.84% among 340,000;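 active = B-score under library mean minus 4 SD, starting fluorescence ratio at most library mean plus 5 SD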;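 note: more negative B-score means stronger inhibition of thallium flux through KCNK3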
# Target sequence (O14649 whole entry, looked up): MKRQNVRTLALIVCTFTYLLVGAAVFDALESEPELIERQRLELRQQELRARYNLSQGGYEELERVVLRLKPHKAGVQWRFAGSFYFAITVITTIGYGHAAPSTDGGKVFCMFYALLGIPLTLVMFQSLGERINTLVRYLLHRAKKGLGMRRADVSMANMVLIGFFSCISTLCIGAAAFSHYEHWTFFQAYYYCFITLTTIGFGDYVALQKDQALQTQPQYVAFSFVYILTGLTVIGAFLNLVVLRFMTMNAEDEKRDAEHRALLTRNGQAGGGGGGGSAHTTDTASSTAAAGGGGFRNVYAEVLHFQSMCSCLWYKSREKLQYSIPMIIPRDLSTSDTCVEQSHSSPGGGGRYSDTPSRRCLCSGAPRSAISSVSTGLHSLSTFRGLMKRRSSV
# Dyrk1A ADPGlo: Dyrk1A (rat) kinase inhibition; inhibition, % at 12.5 µM; hit rate 0.43% among 310,000; ADP-Glo luminescence, NFATc1 peptide; in the data active = inhibition above about 50%;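 note: plate controls were vehicle with enzyme for no effect and no enzyme for full effect; many of its hits are not listed in these tables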
# hERG rescue: compounds protecting human hERG from proarrhythmic drug block; Q12809; CHO-hERG, FluxOR thallium flux, dofetilide IC70 present; activation (rescue from dofetilide block), less the hit threshold, % at 10 µM; hit rate 0.51% among 310,000; AID 1511;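 active = activation above the mean of controls blocked by dofetilide plus 5 SD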;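 note: thallium influx through hERG after potassium depolarization seen as dye fluorescence rise; in these data hits start at about 4.7%; inactives centre near -7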
# GSK3 alpha inh: blocks human GSK-3 alpha kinase; ADP-Glo luminescence, 60 min; inhibition, % at 10 µM; hit rate 0.1% among 320,000; AID 2650;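 in the data active = inhibition above about 50%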;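 note: GST-tagged GSK-3 alpha with peptide substrate and 25 µM ATP; 0% = DMSO neutral wells and 100% = GW8510 positive control wells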
# Target sequence (P49840 whole entry, looked up): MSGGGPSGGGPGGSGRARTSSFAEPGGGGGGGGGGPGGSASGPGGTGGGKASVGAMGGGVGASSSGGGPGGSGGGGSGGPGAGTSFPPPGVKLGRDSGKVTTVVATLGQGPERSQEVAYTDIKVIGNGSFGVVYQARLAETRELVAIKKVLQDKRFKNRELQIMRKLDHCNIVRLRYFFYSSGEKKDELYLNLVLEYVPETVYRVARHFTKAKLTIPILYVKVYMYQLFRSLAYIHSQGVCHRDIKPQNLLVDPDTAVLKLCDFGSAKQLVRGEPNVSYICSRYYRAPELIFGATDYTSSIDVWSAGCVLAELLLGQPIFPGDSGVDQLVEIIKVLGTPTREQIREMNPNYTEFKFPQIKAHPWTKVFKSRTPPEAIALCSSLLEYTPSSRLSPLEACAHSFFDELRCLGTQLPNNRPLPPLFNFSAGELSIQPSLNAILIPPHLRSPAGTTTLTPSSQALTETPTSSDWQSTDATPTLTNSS
# KCNQ1 block: inhibitors of human KCNQ1 potassium channel | CHO-K1 KCNQ1, FluxOR thallium flux fluorescence; stronger effect = higher value | B-score at 10 µM | hit rate 1.3% among 310,000 | AID 2642;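 active = compounds whose thallium flux B-score, printed positive for inhibition, exceeds three library SD while starting fluorescence stays within three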;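 note: channel opened by potassium depolarization with thallium stimulus after 20 min compound exposure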
# RGS4 pot: potentiators or activators of RGS4. HEK293 M3R/inducible RGS4, carbachol calcium flux Fluo4; stronger effect = lower value. B-score at 10 µM. hit rate 0.92% among 310,000. AID 463111;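 active = B-score of the integrated calcium signal more than 4 SD below the library mean, with starting fluorescence not abnormally high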;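 note: negative B-score means reduced calcium response which marks RGS4 activation or potentiation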
#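 System – HEK293 FlpIn-TREx cells, stable M3R, doxycycline-inducible RGS4 · Reagent – ECmax carbachol challenge · Times – compound preincubation 20 min at room temperature before agonist · Technique – Fluo4 fluorescence kinetic imaging of calcium · Measure – B score of integrated Fluo4 ratio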
# GSK3beta inhib: human GSK3beta kinase inhibition; P49841; GST-GSK3beta kinase, ADP-Glo luminescence, 60 min; stronger effect = lower value; activity score (negative = inhibition), % at 10 µM; hit rate 0.038% among 300,000; AID 2097;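 active = more than half of replicate wells score below -50%, meaning over 50% inhibition versus plate controls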;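 note: 0% = median DMSO wells and -100% = median GW8510 positive control wells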
#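 Test system: GST-tagged human GSK3beta kinase, cell-free; evaluation: activity score scaled between in-plate DMSO and GW8510 controls; measured by: ADP-Glo luminescence; incubation: 60 min reaction, RT; benchmarks: DMSO and 20 µM GW8510; reagent: peptide substrate plus 25 µM ATP (final); medium: Tris/MgCl2 kinase buffer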
# PolyA inhibitor: blocks polyadenylation in yeast reporter cells | S. cerevisiae SKY197-pL101 polyadenylation reporter, beta-gal luminescence; efflux-impaired pdr1/pdr3 knockout yeast; score 100 = 6 SD above DMSO | calls only at 12 µM | hit rate 0.02% among 300,000;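 active = lowest replicate activity score at least 50, where 100 means six control SD above control mean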;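 note: yeast exposed to compound for 9 h at 30 °C; higher score means more reporter readthrough which indicates perturbed polyadenylation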
# KCNK9 inh: blocks the human KCNK9 two-pore domain potassium channel. AID 488922. hit rate 1.2% among 310,000. Q9NPC2. B-score at 10 µM. HEK293 KCNK9, FluxOR thallium flux fluorescence; stronger effect = lower value;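 active = ratio B-score over 3 SD below the library mean, with starting fluorescence within 5 SD of its mean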;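 note: negative B-score means less thallium flux so channel inhibition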
# HDAC3 inhib: blocks human histone deacetylase 3; AID 2718; recombinant HDAC3, fluorogenic peptide/trypsin coupled, fluorescence; inhibition, % at 8.3 µM; hit rate 0.15% among 320,000; in the data active = inhibition above about 26%, passing the limit was not always enough
# Starred values were filed as active, the others as inactive; i = inactive; x = not tested or not shown.
SMILES,KCNQ1 pot,KCNK3 inh,Dyrk1A ADPGlo,hERG rescue,GSK3 alpha inh,KCNQ1 block,RGS4 pot,GSK3beta inhib,PolyA inhibitor,KCNK9 inh,HDAC3 inhib
CSc1ccc(/C=N/NC(=O)CN2CCN(Cc3ccc(Cl)cc3)CC2)cc1,i,i,-6,-10,3,i,i,0,i,i,4
Cc1ccc([N+](=O)[O-])cc1S(=O)(=O)NCc1cccnc1,i,i,5,-3,-2,i,i,-1,i,i,-7
[O-][n+]1ccc(C(O)c2ccccc2)cc1 (configuration not stated),i,i,-2,-5,-1,i,i,-1,i,i,-3
Cc1occc1-c1nnc(SCC(=O)NCCc2ccccc2)o1,i,i,3,-9,-1,i,i,2,i,i,1
O=C(c1cc2sccc2n1Cc1ccc(F)cc1)N1CCc2ccccc21,i,i,-5,-8,3,i,i,1,i,i,-4
CN(C)c1ccc(CN(C(=O)C2COc3ccccc3O2)C2CCS(=O)(=O)C2)cc1 (configuration not stated),i,i,-5,-14,-1,i,i,-1,i,i,8
CCCC(=O)NC(C)c1nc2ccccc2n1C (configuration not stated),i,i,-5,-4,-4,i,i,-1,i,i,10
CC1CC(C)CN(CCCNC(=O)c2ccc3c(SCC(=O)O)c4c(nc3c2)CCC4)C1 (configuration not stated),i,i,-2,-3,-1,i,i,2,i,i,0
CCN(CCn1cccn1)C(=O)c1cc(COc2ccc(F)cc2Cl)on1,i,i,4,-4,-6,i,i,3,i,i,-2
CN(C)CCNC(=O)Nc1cccc(Cl)c1Cl,i,i,8,-5,0,i,i,2,i,i,-5
Cc1ccc(S(=O)(=O)N(C)C)cc1NC(=S)N(CCC#N)Cc1cccnc1,i,i,4,-4,-2,i,i,-3,i,i,0
CCOc1ccccc1C1C(C(=O)Nc2ccc(OC)cc2)=C(C)Nc2nc(CCCO)nn21 (configuration not stated),i,i,17,-3,x,i,i,1,i,i,0
COc1ccc(Cl)cc1C(=O)N(Cc1nc(-c2cccc(C)c2)no1)C(C)C,i,i,2,-11,-2,i,i,-4,i,i,12
COCCN(CCOC)Cc1cc(=O)oc2cc3c(cc12)CCC3,i,i,4,-9,-2,i,i,-1,i,i,-4
COc1ccc(C)cc1-n1nc2ccccc2n1,i,i,1,-6,-2,i,i,0,i,i,-7
COC(=O)c1cc(S(=O)(=O)NCc2ccccc2)cn1C,i,i,-7,-3,x,i,i,0,i,i,x
COc1ccc(NC(=O)c2nnn(Cc3cccc(F)c3)c2N)c(OC)c1,i,i,15,-4,1,i,i,-3,i,i,-12
CC1CC(=O)Nc2ccccc2S1(=O)=O (configuration not stated),i,i,14,-4,-3,i,i,2,i,i,-4
Cc1ccc(NC(=O)CN(C)C(=O)Cc2ccc(Cl)cc2Cl)cc1,i,i,-8,-7,0,i,i,-1,i,i,-1
O=C(CCCCCN1C(=O)c2ccccc2C1=O)NC1CCCC1,i,i,2,-12,-4,i,i,-1,i,i,-5
COc1ccc(C2C(C(=O)c3sc(C)nc3C)=C(O)C(=O)N2CCN(C)C)cc1OC (configuration not stated),i,i,1,-4,-1,i,i,-1,i,i,-8
COc1cccc(/C=C/C(=O)Nc2ccc(OC)nc2)c1,i,i,6,-14,-1,i,i,6,i,i,7
Cc1cccc(OCC(=O)Nc2ccc(N3CCN(C(=O)c4ccco4)CC3)cc2)c1,i,i,x,-15,-4,i,i,2,i,i,1
Cc1ccc2[nH]c(=O)c(-c3nc4cc(C)ccn4c3NCc3ccco3)cc2c1,i,i,-5,-11,0,i,i,3,i,i,0
Cc1ccc(NC(=O)CN(C)C(=O)COC(=O)/C=C/c2cccs2)cc1,i,i,-2,-4,-2,i,i,2,i,i,-1
# Later entries.
SMILES,KCNQ1 pot,KCNK3 inh,Dyrk1A ADPGlo,hERG rescue,GSK3 alpha inh,KCNQ1 block,RGS4 pot,GSK3beta inhib,PolyA inhibitor,KCNK9 inh,HDAC3 inhib
CCN(CC(=O)Nc1cccc(OC)c1)C(=O)C1CCN(C(=O)Nc2ccccc2)CC1,i,i,-1,-9,-1,i,i,1,i,i,5
CCC(C)NCCCCOc1ccc(Br)cc1 (configuration not stated),i,i,1,-10,-2,i,i,2,i,i,11
CC1CC(C)(C)NC(=S)N1CC(=O)N(C)Cc1ccccc1 (configuration not stated),i,i,-1,-3,-1,i,i,-1,i,i,3
CC(C)COc1ccc(-c2nnc(-c3ccco3)o2)cc1,i,i,1,-4,0,i,i,4,i,i,-19
Cc1cc(C)c(NC(=O)Cn2c(=O)n(-c3ccc(CC(=O)NCC4CCCO4)cc3)c(=O)c3ccccc32)c(C)c1 (configuration not stated),i,i,2,-14,-2,i,i,2,i,i,-7
O=C(c1cscn1)N1CCCC(N2CCN(c3ccc(F)cc3)CC2)C1 (configuration not stated),i,i,0,-5,-2,i,i,0,i,i,2
O=C(Cn1c(NCCCO)nc2ccccc21)c1ccc([N+](=O)[O-])cc1,i,i,x,-5,1,i,i,2,i,i,-7
COc1ccc(Cc2nnc(Nc3ccc(C)cc3)o2)cc1OC,i,i,0,-4,0,i,i,-7,i,i,5
CCn1c(SCC(=O)c2c[nH]c3ccccc23)nnc1-c1cccs1,i,i,0,-4,1,i,i,3,i,i,2
CCc1cccc(NC(=O)Cn2c(=O)oc3cc(S(=O)(=O)N4CCOCC4)ccc32)c1,i,i,0,-9,0,i,i,-3,i,i,4
CN(C)C(=O)CSc1nnc(-c2ccncc2)n1Cc1ccco1,i,i,-3,-21,-4,i,i,0,i,i,-6
CCOc1ccccc1N1CCN(C(=O)CC(C)C)CC1,i,i,-2,-2,-4,i,i,3,i,i,-1
CCOC(=O)N/N=C/c1cccnc1,i,i,4,-11,-3,i,i,5,i,i,x
CCOc1ccc(OCC)c(NC(=O)C2CCN(S(=O)(=O)c3cccc4nonc34)CC2)c1,i,i,0,-8,0,i,i,1,i,i,7
COc1ccc(CCNC(=O)CSc2ccc3nnc(CCNC(=O)c4ccccc4)n3n2)cc1OC,i,i,x,-2,0,i,i,3,i,i,2
O=[N+]([O-])c1ccc(-n2cccn2)c(-c2nn[nH]n2)c1,i,i,-4,-2,-3,i,i,0,i,i,9
CC(=O)NN1C(=O)c2ccccc2NC1c1ccc([N+](=O)[O-])o1 (configuration not stated),i,i,0,-14,-5,i,i,-1,i,i,5
CN(CCc1ccccn1)C(=O)c1ccc(OC2CCN(CCc3ccccc3)CC2)cc1,i,i,4,-12,-1,i,i,-4,i,i,-5
O=C(CCC(=O)N(CC(=O)NC1CCCCC1)Cc1ccc(F)cc1)Nc1nccs1,i,i,7,-7,0,i,i,-1,i,i,2
Cc1cc(C(F)(F)F)nn1CC(=O)N1CCCCC1C (configuration not stated),i,i,-1,-7,-1,i,i,0,i,i,3
COc1cccc(NC(=S)N(CCC(C)C)C2CCN(C(C)=O)CC2)c1,i,i,-2,-6,-2,i,i,3,i,i,-6
COc1ccc(S(=O)(=O)N(C)CC(=O)NCc2cccnc2)cc1OC,i,i,-2,-4,-6,i,i,0,i,i,4
COCCN1CC(=O)N(c2cccc(C)c2C)C(c2ccc(Cl)cc2)C1=O (configuration not stated),i,i,-8,-7,3,i,i,1,i,i,-2
O=C(Nc1cccc2[nH]ncc12)c1ccc(F)cc1,i,i,x,-1,3,i,i,-2,i,i,1
Cc1ccccc1Cn1cccc1/C=C1/C(=N)N2C=CSC2=NC1=O,i,i,7,-14,0,i,i,2,i,i,-4

# Structures shown so far that have fluorine:
SMILES,KCNQ1 pot,KCNK3 inh,Dyrk1A ADPGlo,hERG rescue,GSK3 alpha inh,KCNQ1 block,RGS4 pot,GSK3beta inhib,PolyA inhibitor,KCNK9 inh,HDAC3 inhib
O=C(c1cc2sccc2n1Cc1ccc(F)cc1)N1CCc2ccccc21,i,i,-5,-8,3,i,i,1,i,i,-4
CCN(CCn1cccn1)C(=O)c1cc(COc2ccc(F)cc2Cl)on1,i,i,4,-4,-6,i,i,3,i,i,-2
COc1ccc(NC(=O)c2nnn(Cc3cccc(F)c3)c2N)c(OC)c1,i,i,15,-4,1,i,i,-3,i,i,-12
O=C(c1cscn1)N1CCCC(N2CCN(c3ccc(F)cc3)CC2)C1 (configuration not stated),i,i,0,-5,-2,i,i,0,i,i,2
O=C(CCC(=O)N(CC(=O)NC1CCCCC1)Cc1ccc(F)cc1)Nc1nccs1,i,i,7,-7,0,i,i,-1,i,i,2
Cc1cc(C(F)(F)F)nn1CC(=O)N1CCCCC1C (configuration not stated),i,i,-1,-7,-1,i,i,0,i,i,3
O=C(Nc1cccc2[nH]ncc12)c1ccc(F)cc1,i,i,x,-1,3,i,i,-2,i,i,1

# These rows are one share of the data; rates above refer to the full screens.
